PAFAH1B3 inh: PAFAH1B3 (human) inhibition | recombinant PAFAH1B3, FP-rhodamine probe, fluorescence polarization | inhibition, % at 3.39 µM | 340,000 tested, 0.28% active;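 active = inhibition above the screen-wide average of all tested compounds plus 3 SD, cut at about 25% in these data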;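 also: 0% = enzyme with DMSO only and 100% = wells lacking PAFAH1B3 protein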
PREPL inhibitor: inhibitors of human prolyl oligopeptidase-like enzyme PREPL | Q4J6C6 | recombinant PREPL, fluorescence polarization activity-based probe | inhibition, % at 5.96 µM | 320,000 tested, 0.68% active | AID 2751; in the data active = inhibition above about 43%;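 also: 0% = enzyme with DMSO and 100% = wells lacking enzyme; many of its hits are not listed in these tables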
PAFAH1B2 inh: inhibitors of human PAFAH1B2. recombinant PAFAH1B2, FP-rhodamine activity probe, fluorescence polarization. 340,000 tested, 1.2% active. inhibition, % at 3.39 µM. P68402;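 active = inhibition above the mean of all tested compounds plus 3 SD, cut at about 24% in these data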;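 also: 0% = enzyme with DMSO and 100% = wells lacking PAFAH1B2; many of its hits are not listed in these tables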
Target sequence (P68402 whole entry, looked up): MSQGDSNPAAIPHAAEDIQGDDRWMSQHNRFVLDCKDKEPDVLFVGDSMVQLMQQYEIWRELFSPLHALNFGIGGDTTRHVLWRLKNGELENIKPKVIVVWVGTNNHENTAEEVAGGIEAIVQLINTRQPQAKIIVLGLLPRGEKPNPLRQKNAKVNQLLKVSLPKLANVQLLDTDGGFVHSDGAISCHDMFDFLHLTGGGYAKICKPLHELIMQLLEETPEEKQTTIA
PAD4 FP inh: inhibitors of human PAD4 | recombinant PAD4, RCA probe fluorescence polarization | AID 485272 | 330,000 tested, 0.41% active | inhibition, % at 6.36 µM;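 active = percent inhibition above a cutoff equal to the mean of all tested compounds plus 3 SD, cut at about 15% in these data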;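 also: 0% = PAD4 with RCA probe and DMSO and 100% = probe without PAD4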
LYPLA2 inh: counter-screen for PME1 inhibitors: inhibitors of human LYPLA2; O95372; recombinant LYPLA2, FP-Rh probe fluorescence polarization; inhibition, % at 5.9 µM; 320,000 tested, 0.38% active; AID 2177;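 active = inhibition above the screen-wide mean plus 3 SD, limit set per campaign, cut at about 26% in these data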;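 also: 0% = LYPLA2 with DMSO and 100% = wells lacking LYPLA2 enzyme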
PME-1 primary: blocks human protein phosphatase methylesterase 1; Q9Y570; recombinant PME-1, FP-Rh probe fluorescence polarization; inhibition, % at 5.9 µM; 320,000 tested, 0.53% active;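 active = inhibition above the campaign mean of all compounds plus 3 SD, cut at about 26% in these data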;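 also: competitive labeling of PME-1 active site by serine hydrolase directed probe; 0% = PME-1 with DMSO and 100% = wells lacking PME-1 enzyme; inhibitors block probe labeling so polarization falls and inhibition rises; many of its hits are not listed in these tables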
Target sequence (Q9Y570 whole entry, looked up): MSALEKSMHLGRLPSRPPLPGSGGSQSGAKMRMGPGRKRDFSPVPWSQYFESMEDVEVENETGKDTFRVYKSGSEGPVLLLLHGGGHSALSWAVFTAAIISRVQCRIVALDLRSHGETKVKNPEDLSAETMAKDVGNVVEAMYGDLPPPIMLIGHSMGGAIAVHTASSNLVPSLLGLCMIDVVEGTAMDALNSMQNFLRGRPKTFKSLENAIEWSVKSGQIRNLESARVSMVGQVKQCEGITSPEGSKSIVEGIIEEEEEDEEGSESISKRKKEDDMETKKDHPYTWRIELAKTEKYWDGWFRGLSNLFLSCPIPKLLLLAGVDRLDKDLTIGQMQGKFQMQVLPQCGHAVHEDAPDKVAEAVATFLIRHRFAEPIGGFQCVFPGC
pPAFAH inh: pPAFAH (human) enzyme inhibition; AID 463082; recombinant pPAFAH, FP-rhodamine probe fluorescence polarization; 330,000 tested, 1.5% active; inhibition, % at 3.39 µM; Q13093;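 active = inhibition above the mean inhibition across the screen plus 3 SD, cut at about 25% in these data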;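 also: inhibitors block binding of the rhodamine activity-based probe so polarization drops; 0% = enzyme with DMSO and 100% = wells lacking pPAFAH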
Target sequence (Q13093 whole entry, looked up): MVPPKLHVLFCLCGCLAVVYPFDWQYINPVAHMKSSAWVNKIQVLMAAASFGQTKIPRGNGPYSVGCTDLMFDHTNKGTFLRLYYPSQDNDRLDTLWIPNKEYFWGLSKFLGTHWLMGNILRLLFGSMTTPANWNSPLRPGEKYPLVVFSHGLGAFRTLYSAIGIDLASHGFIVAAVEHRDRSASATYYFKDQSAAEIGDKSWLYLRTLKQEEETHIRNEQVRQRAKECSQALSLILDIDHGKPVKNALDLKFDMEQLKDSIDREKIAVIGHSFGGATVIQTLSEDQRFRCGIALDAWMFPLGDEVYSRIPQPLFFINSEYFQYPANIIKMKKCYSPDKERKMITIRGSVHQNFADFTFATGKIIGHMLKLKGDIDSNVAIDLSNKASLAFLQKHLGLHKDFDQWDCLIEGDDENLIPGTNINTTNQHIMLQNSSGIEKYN
GSTO1 inh: counter-screen for RBBP9 inhibitors: inhibitors of human GSTO1; AID 1974; inhibition, % at 5.96 µM; recombinant GSTO1, activity-based probe fluorescence polarization; 300,000 tested, 1.1% active;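 active = inhibition above the campaign mean inhibition plus 3 SD, cut at about 35% in these data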;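 also: 0% = GSTO1-1 with DMSO and 100% = wells lacking GSTO1-1 enzyme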
LYPLA1 counter: blocks human lysophospholipase 1, a PME1 counter-screen. O75608. 320,000 tested, 0.16% active. inhibition, % at 5.9 µM. recombinant LYPLA1, FP-Rh probe fluorescence polarization. AID 2174;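 active = inhibition above the mean of all tested compounds plus 3 SD, set per campaign, cut at about 14% in these data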;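 also: inhibitors block serine hydrolase probe labeling of LYPLA1 so polarization falls; 0% = enzyme with DMSO and 100% = wells lacking LYPLA1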
The depositor's hits bear a star. The list is partial, so the mix of outcomes need not match the whole.

How did CCNc1nc(Sc2ccc(C)cc2)cc(C(F)(F)F)n1 do in these assays?
PAFAH1B3 inh: 4; PREPL inhibitor: -7; PAFAH1B2 inh: 3; PAD4 FP inh: -3; LYPLA2 inh: 5; PME-1 primary: -5; pPAFAH inh: 10; GSTO1 inh: -1; LYPLA1 counter: 3

How did O=C(Nc1ccccc1)/C(=C/c1cccc(Br)c1)NC(=O)c1ccco1 do in these assays?
PAFAH1B3 inh: 3; PREPL inhibitor: 0; PAFAH1B2 inh: 4; PAD4 FP inh: -3; LYPLA2 inh: -2; PME-1 primary: -1; pPAFAH inh: 6; GSTO1 inh: -4; LYPLA1 counter: 1

Results for Cc1cc(OC2CCCCC2)nc(NCc2ccccc2)n1 ?
PREPL inhibitor: -6; PAD4 FP inh: -7; LYPLA2 inh: 2; PME-1 primary: -2; pPAFAH inh: 10; GSTO1 inh: 2; LYPLA1 counter: 3

Results for N#CCCn1cc(CNCc2ccccc2)c(-c2cccc([N+](=O)[O-])c2)n1 ?
PAFAH1B3 inh: 6; PREPL inhibitor: 22; PAFAH1B2 inh: 8; PAD4 FP inh: -2; LYPLA2 inh: -1; PME-1 primary: 3; pPAFAH inh: 2; GSTO1 inh: 1; LYPLA1 counter: 1

Results for O=C(c1cc2cc(Br)cc(Br)c2oc1=O)N1CCOCC1 ?
PAFAH1B3 inh: 0; PREPL inhibitor: -6; PAFAH1B2 inh: 4; PAD4 FP inh: 0; LYPLA2 inh: 0; PME-1 primary: -2; pPAFAH inh: 5; GSTO1 inh: 6; LYPLA1 counter: 1

How did c1ccc(N2CCN(c3ncnc4sc5c(c34)CCC5)CC2)cc1 do in these assays?
PAFAH1B3 inh: -5; PREPL inhibitor: 29; PAFAH1B2 inh: 2; PAD4 FP inh: 0; LYPLA2 inh: -3; PME-1 primary: -1; pPAFAH inh: 4; GSTO1 inh: 7; LYPLA1 counter: 1

What do the screens show for `O=C1CCN(S(=O)(=O)c2ccc(Cl)cc2)CCN1`?
PAFAH1B3 inh: 4; PREPL inhibitor: -4; PAFAH1B2 inh: 12; PAD4 FP inh: 1; LYPLA2 inh: 3; PME-1 primary: -1; pPAFAH inh: -8; GSTO1 inh: -6; LYPLA1 counter: 0

Results for Cc1cc(C)n2cc(CSc3nncn3C)nc2n1 ?
PAFAH1B3 inh: 1; PREPL inhibitor: 4; PAFAH1B2 inh: 6; PAD4 FP inh: 0; LYPLA2 inh: -6; PME-1 primary: -2; pPAFAH inh: 0; GSTO1 inh: 7; LYPLA1 counter: 0

What do the screens show for `Cc1noc2ncnc(SCc3ccc(C(F)(F)F)cc3)c12`?
PAFAH1B3 inh: 4; PREPL inhibitor: 15; PAFAH1B2 inh: 5; PAD4 FP inh: 1; LYPLA2 inh: -2; PME-1 primary: 2; pPAFAH inh: 0; GSTO1 inh: 7; LYPLA1 counter: 0

Results for Cc1nc2c(cnn2-c2ccccc2)c(=O)[nH]1 ?
PAFAH1B3 inh: 11; PREPL inhibitor: -2; PAFAH1B2 inh: 1; PAD4 FP inh: -3; LYPLA2 inh: 2; PME-1 primary: -1; pPAFAH inh: 5; GSTO1 inh: 9; LYPLA1 counter: 2

How did COc1ccc(C2(C(=O)c3ccccc3)C(=O)c3ccccc3C2=O)cc1 do in these assays?
PAFAH1B3 inh: 6; PREPL inhibitor: 11; PAFAH1B2 inh: 2; PAD4 FP inh: -3; LYPLA2 inh: 1; PME-1 primary: -3; pPAFAH inh: 2; GSTO1 inh: 5; LYPLA1 counter: -1

What do the screens show for `COc1cc(C(CCN2CCOCC2)c2c(OC)cc(OC)c3c(C)cc(=O)oc23)cc(OC)c1OC` (centres undefined)?
PAFAH1B3 inh: 3; PREPL inhibitor: 2; PAFAH1B2 inh: 5; PAD4 FP inh: 3; LYPLA2 inh: 0; PME-1 primary: 0; pPAFAH inh: 6; GSTO1 inh: 6; LYPLA1 counter: 3

What do the screens show for `COCCCN1C(=O)/C(=C\c2ccc3c(c2)OCO3)C(C(=O)OC)=C1C`?
PAFAH1B3 inh: 3; PREPL inhibitor: 1; PAFAH1B2 inh: 0; PAD4 FP inh: -5; LYPLA2 inh: 5; PME-1 primary: 3; pPAFAH inh: 6; GSTO1 inh: -19; LYPLA1 counter: 0

How did O=C(OC1CCOC1=O)c1ccc(S(=O)(=O)N2CCCCCC2)cc1 (centres undefined) do in these assays?
PAFAH1B3 inh: -10; PREPL inhibitor: 7; PAFAH1B2 inh: 1; PAD4 FP inh: -7; LYPLA2 inh: 3; PME-1 primary: -2; pPAFAH inh: 6; GSTO1 inh: -1; LYPLA1 counter: 1

How did COc1ccc(OCC(O)CN2CCN(c3ncccn3)CC2)cc1 (centres undefined) do in these assays?
PAFAH1B3 inh: 5; PREPL inhibitor: 2; PAFAH1B2 inh: 1; PAD4 FP inh: 3; LYPLA2 inh: -10; PME-1 primary: -5; pPAFAH inh: 4; GSTO1 inh: -3; LYPLA1 counter: -4

What do the screens show for `Cc1ccc(NS(=O)(=O)c2c(C(=O)N3CCCC3)c(C)n(C)c2C)cc1`?
PAFAH1B3 inh: 6; PREPL inhibitor: -6; PAFAH1B2 inh: -2; PAD4 FP inh: 4; LYPLA2 inh: -1; PME-1 primary: -7; pPAFAH inh: 3; GSTO1 inh: 1; LYPLA1 counter: 0

Results for COC(=O)Nc1ccc(S(=O)(=O)NC2CCS(=O)(=O)C2)cc1 (centres undefined) ?
PAFAH1B3 inh: 3; PREPL inhibitor: -10; PAFAH1B2 inh: 1; PAD4 FP inh: -7; LYPLA2 inh: 0; PME-1 primary: -3; pPAFAH inh: 2; GSTO1 inh: -1; LYPLA1 counter: 0

What do the screens show for `CC1=C/C(=N\OS(=O)(=O)c2ccccc2)C(C)=CC1=O`?
PAFAH1B3 inh: 4; PREPL inhibitor: 7; PAFAH1B2 inh: 4; PAD4 FP inh: 2; LYPLA2 inh: 3; PME-1 primary: 2; pPAFAH inh: 3; GSTO1 inh: 25; LYPLA1 counter: -1

Results for CCOC(=O)C1C(=O)C(C(=O)OCC)C(c2cccnc2)NC1c1cccnc1 (centres undefined) ?
PAFAH1B3 inh: 5; PREPL inhibitor: 1; PAFAH1B2 inh: 4; PAD4 FP inh: 2; LYPLA2 inh: 0; PME-1 primary: -1; pPAFAH inh: 8; GSTO1 inh: 3; LYPLA1 counter: 2

Results for Cn1cnnc1SCC(=O)NCCc1ccccc1 ?
PAFAH1B3 inh: 6; PREPL inhibitor: 11; PAFAH1B2 inh: 5; PAD4 FP inh: -9; LYPLA2 inh: 7; PME-1 primary: 3; pPAFAH inh: -2; GSTO1 inh: 1; LYPLA1 counter: 4

2 successive compounds from above, quoted:
Results for CCOC(=O)C1C(=O)C(C(=O)OCC)C(c2cccnc2)NC1c1cccnc1 (centres undefined) ?
PAFAH1B3 inh: 5; PREPL inhibitor: 1; PAFAH1B2 inh: 4; PAD4 FP inh: 2; LYPLA2 inh: 0; PME-1 primary: -1; pPAFAH inh: 8; GSTO1 inh: 3; LYPLA1 counter: 2

Results for Cn1cnnc1SCC(=O)NCCc1ccccc1 ?
PAFAH1B3 inh: 6; PREPL inhibitor: 11; PAFAH1B2 inh: 5; PAD4 FP inh: -9; LYPLA2 inh: 7; PME-1 primary: 3; pPAFAH inh: -2; GSTO1 inh: 1; LYPLA1 counter: 4

The list continues:
What do the screens show for `O=C(CCSCCC(=O)Nc1c(F)c(F)c(F)c(F)c1F)Nc1c(F)c(F)c(F)c(F)c1F`?
PAFAH1B3 inh: 14; PREPL inhibitor: 0; PAFAH1B2 inh: 3; PAD4 FP inh: -5; LYPLA2 inh: -2; PME-1 primary: -5; pPAFAH inh: 3; GSTO1 inh: 4; LYPLA1 counter: -8

How did CN1C(=O)C2(CCCCC2)C1c1ccccc1 (centres undefined) do in these assays?
PAFAH1B3 inh: 0; PAFAH1B2 inh: 9; PAD4 FP inh: -1; pPAFAH inh: -1

Results for O=C(CCc1nnc2ccc(N3CCC4(CC3)OCCO4)nn12)NCc1ccccc1Cl ?
PAFAH1B3 inh: 1; PREPL inhibitor: 2; PAFAH1B2 inh: 2; PAD4 FP inh: -2; LYPLA2 inh: 0; PME-1 primary: 0; pPAFAH inh: 5; GSTO1 inh: -6; LYPLA1 counter: 1

How did O=C(COC(=O)c1ccccc1C(=O)c1ccccc1)Nc1cccc([N+](=O)[O-])c1 do in these assays?
PAFAH1B3 inh: -5; PREPL inhibitor: -3; PAFAH1B2 inh: 7; PAD4 FP inh: -3; LYPLA2 inh: 0; PME-1 primary: 0; pPAFAH inh: 19; GSTO1 inh: 2; LYPLA1 counter: 0

How did CCc1ccc2[nH]c3nc(SCC(=O)NNC(=O)c4ccc(C(C)(C)C)cc4)nnc3c2c1 do in these assays?
PAFAH1B3 inh: 1; PREPL inhibitor: -3; PAFAH1B2 inh: 3; PAD4 FP inh: -11; LYPLA2 inh: 2; PME-1 primary: -6; pPAFAH inh: -2; GSTO1 inh: 2; LYPLA1 counter: 3

What do the screens show for `CCC(O)c1cc2c(cc1NC(=O)c1cccs1)OCCO2` (centres undefined)?
PAFAH1B3 inh: -4; PREPL inhibitor: 15; PAFAH1B2 inh: -1; PAD4 FP inh: 2; LYPLA2 inh: 8; PME-1 primary: 2; pPAFAH inh: 2; GSTO1 inh: -2; LYPLA1 counter: 1

How did COc1ccc(S(=O)(=O)NCc2ccccn2)c(Cl)c1Cl do in these assays?
PAFAH1B3 inh: -1; PREPL inhibitor: -2; PAFAH1B2 inh: 1; PAD4 FP inh: -2; LYPLA2 inh: -8; PME-1 primary: 1; pPAFAH inh: 2; GSTO1 inh: 7; LYPLA1 counter: -1

How did C/C(=N\NC(=O)Cc1ccccc1)c1cccnc1 do in these assays?
PAFAH1B3 inh: 4; PREPL inhibitor: -4; PAFAH1B2 inh: 0; PAD4 FP inh: 0; LYPLA2 inh: 1; PME-1 primary: 2; pPAFAH inh: -1; GSTO1 inh: 0; LYPLA1 counter: 1

How did O=C(CC(Cc1ccccc1)C(=O)O)Nc1ccc(F)cc1 (centres undefined) do in these assays?
PAFAH1B3 inh: 3; PREPL inhibitor: 0; PAFAH1B2 inh: 1; PAD4 FP inh: -1; LYPLA2 inh: 2; PME-1 primary: -8; pPAFAH inh: 4; GSTO1 inh: -4; LYPLA1 counter: -2

How did CCCCn1c(C)cc(C)c(S(=O)(=O)c2ccccc2C)c1=O do in these assays?
PAFAH1B3 inh: 3; PREPL inhibitor: 1; PAFAH1B2 inh: 2; PAD4 FP inh: -1; LYPLA2 inh: 1; PME-1 primary: 6; pPAFAH inh: 2; GSTO1 inh: -7; LYPLA1 counter: 1

What do the screens show for `COc1ccc(C(=O)NC(=O)COC(=O)C2COc3ccccc3O2)cc1` (centres undefined)?
PAFAH1B3 inh: -2; PREPL inhibitor: -3; PAFAH1B2 inh: 2; PAD4 FP inh: -2; LYPLA2 inh: 0; PME-1 primary: -1; pPAFAH inh: 2; GSTO1 inh: -6; LYPLA1 counter: 0

What do the screens show for `COC(=O)CSc1ccc2c(N)c(C(=O)OC)sc2c1`?
PAFAH1B3 inh: 0; PREPL inhibitor: 21; PAFAH1B2 inh: 5; PAD4 FP inh: 0; LYPLA2 inh: 11; PME-1 primary: 4; pPAFAH inh: 11; GSTO1 inh: 6; LYPLA1 counter: 9

What do the screens show for `Cc1ccc(NC(=O)COc2cccc(/C=C3\SC(=S)N(CCC(=O)O)C3=O)c2)cc1Cl`?
PAFAH1B3 inh: 1; PREPL inhibitor: 52*; PAFAH1B2 inh: 5; PAD4 FP inh: -10; LYPLA2 inh: 9; PME-1 primary: 32*; pPAFAH inh: 40*; GSTO1 inh: -30; LYPLA1 counter: -3

Compound activity from PubChem.
